TrxR1 substrate = is turned over as a substrate by rat TrxR1; O89049; AID 588456; 390,000 compounds, 0.01% hits; purified TrxR1 substrate turnover, NADPH consumption readout; Potency, µM (doses to about 114 µM), for inactives: at the highest dose activity change, negative = substrate turnover; note: potency is the fitted concentration of half-maximal effect; % is set by controls: 0 for no effect and ±100 for the full control effect; nearly all actives have a fitted effect of over 50% in size
Target sequence (O89049 whole entry, looked up): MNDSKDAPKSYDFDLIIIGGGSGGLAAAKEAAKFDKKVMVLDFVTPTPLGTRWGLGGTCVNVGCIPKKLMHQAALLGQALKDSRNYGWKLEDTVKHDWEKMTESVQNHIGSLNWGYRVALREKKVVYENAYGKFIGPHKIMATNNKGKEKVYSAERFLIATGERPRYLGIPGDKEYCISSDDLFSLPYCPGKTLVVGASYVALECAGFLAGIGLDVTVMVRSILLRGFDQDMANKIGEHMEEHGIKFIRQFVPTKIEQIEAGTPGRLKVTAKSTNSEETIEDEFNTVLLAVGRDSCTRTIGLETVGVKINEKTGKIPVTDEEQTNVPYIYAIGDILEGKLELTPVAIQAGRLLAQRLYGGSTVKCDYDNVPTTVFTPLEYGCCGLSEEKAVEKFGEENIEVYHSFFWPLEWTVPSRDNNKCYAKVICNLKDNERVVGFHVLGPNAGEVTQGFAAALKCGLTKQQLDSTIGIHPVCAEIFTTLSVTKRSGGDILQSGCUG
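Rat TrxR1, dispensed at 90 nM, was prereduced with 400 uM NADPH (final) for 5 min at ~22 deg C, then incubated with compound 15 min before 400 uM selenite. A first-read NADPH fluorescence drop versus no-compound background flagged substrates.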
LDHA inh = inhibitors of human lactate dehydrogenase A | 480,000 compounds, 0.15% hits | AID 1347041 | activity change, % (values are at about 110 or 230 µM) | P00338 | purified LDHA, NADH/diaphorase-resazurin fluorescence; stronger effect = lower value; in the data active = activity change below about -30%; inconclusive = mostly about -25% to -30%;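 note: plate controls were DMSO wells for no effect and wells without enzyme for full effect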
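Enzyme activity of human lactate dehydrogenase 5 (2 nM; 0.06 mM NADH, 0.2 mM pyruvate, 5 min, RT) is measured via a resazurin/diaphorase fluorescence readout of residual NADH.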
mIDH1 inhibitor = human IDH1 R132H inhibition. 390,000 compounds, 0.093% hits. IDH1-R132H enzyme, NADPH consumption, diaphorase/resazurin fluorescence. Potency, µM (top dose mostly 76.6 µM), without a hit: at the highest dose activity change, negative = inhibition, most hits filed as inhibitors. O75874; note: potency is the fitted concentration of half-maximal effect; % is set by controls: 0 for no effect and ±100 for the full control effect; nearly all actives have a fitted effect of over 65% in size
Target sequence (O75874 whole entry R132H, stated change not applied): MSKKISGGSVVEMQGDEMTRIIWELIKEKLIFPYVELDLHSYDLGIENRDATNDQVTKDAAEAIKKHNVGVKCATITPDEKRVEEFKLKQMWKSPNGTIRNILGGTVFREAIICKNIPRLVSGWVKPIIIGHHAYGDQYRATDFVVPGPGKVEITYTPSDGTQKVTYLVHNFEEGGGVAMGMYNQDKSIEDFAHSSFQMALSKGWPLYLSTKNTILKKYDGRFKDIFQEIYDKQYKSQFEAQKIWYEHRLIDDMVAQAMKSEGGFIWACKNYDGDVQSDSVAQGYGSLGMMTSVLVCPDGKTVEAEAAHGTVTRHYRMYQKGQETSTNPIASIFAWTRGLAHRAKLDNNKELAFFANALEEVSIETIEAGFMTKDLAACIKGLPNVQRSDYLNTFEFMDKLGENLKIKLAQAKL
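IDH1-R132H (0.5 ug/mL dispensed) in pH 7.5 Tris buffer was preincubated 30 min with compound, then given a substrate mix of 0.016 mM NADPH and 2 mM alpha-KG for 80 min at room temperature; remaining NADPH was read by diaphorase/resazurin fluorescence.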
GRP78 ERSR act = induces the endoplasmic reticulum stress response in human glioma cells | U87-MG GRP78 promoter luciferase reporter, 16 h | Potency, µM, for the others: top-dose activation, usual class: activators | 420,000 compounds, 0.02% hits | AID 602332; note: potency is the fitted concentration of half-maximal effect; series mostly up to about 76 µM; % of control where 0% means no effect; nearly all actives have a fitted effect of over 35% in size
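Stably transfected U87-MG glioma cells carrying a GRP78-based luciferase sensor; 16 h compound incubation. Luminescence end-point read 10 min after Bright-Glo addition at room temperature.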
PI4K2A inh = inhibitors of human PI4K2A | Q9BTU6 | purified PI4K2A, ADP-Glo luminescence, 1 h; stronger effect = lower value | activity change, negative = inhibition, % at 76.9 µM | 420,000 compounds, 0.13% hits | AID 1346378; in the data active = activity change below about -50%; inconclusive = mostly about -30% to -49%;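 note: -100% = wells without enzyme as full effect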
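Compounds are screened against recombinant PI4K2A using PI as substrate and ATP, the latter dispensed at 300 microM. Reactions run one hour at ambient temperature before ADP-Glo detection; full inhibition defined by wells lacking enzyme.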
Vif-APOBEC3F blk = Vif-A3F binding inhibition; Potency, µM (titrated, usually from 46.1 µM), for inactives: top-dose activity, negative = active; HeLa A3F-eYFP + Vif (tagged APOBEC3F with the HIV-1 protein that degrades it), YFP fluorescence increase; 390,000 compounds, 0.2% hits; note: potency is the fitted concentration of half-maximal effect; % of control where 0% means no effect; nearly all actives have a fitted effect of over 65% in size
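HeLa cells stably expressing A3F-eYFP plus Vif, plated and incubated overnight at 37 deg C, then exposed to compounds overnight at 37 deg C. Blocked degradation read as raised yellow fluorescence (Ex 488/Em 500-530).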
RXFP1 ag = agonists of human relaxin receptor RXFP1; Q9HBX9; HEK293T-RXFP1 cAMP TR-FRET, 30 min; response scale: percent of porcine relaxin response, buffer zero; Potency, µM (top dose mostly 57.5 µM), without a hit: at the highest dose activation, actives largely listed as activators; 370,000 compounds, 0.3% hits; AID 2676; note: potency is the fitted concentration of half-maximal effect; % is set by controls: 0 for no effect and ±100 for the full control effect; nearly all actives have a fitted effect of over 60% in size; many of its hits are not listed in these tables
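HEK293T cells stably expressing RXFP1 were pretreated with the PDE4 inhibitor Ro 20174, exposed to compounds for 30 min at 37C, lysed, and cAMP was read by TR-FRET. Data normalized to buffer (basal) and 29 nM porcine relaxin (100%).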
Vif-A3G inh = Vif-A3G binding inhibition; HeLa A3G-eYFP + Vif (tagged APOBEC3G with the HIV-1 protein that degrades it), YFP fluorescence, overnight; Q9HC16; Potency, µM (series often up to 46.1 µM), for the others: top-dose activity, negative = active, usual class: inhibitors; 410,000 compounds, 0.076% hits;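 note: potency is the fitted concentration of half-maximal effect; % is set by controls: 0 for no effect and ±100 for the full control effect; nearly all actives have a fitted effect of over 60% in size; hits raise eYFP signal because A3G escapes Vif-driven loss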
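Read-out is eYFP fluorescence (Ex 488/Em 500-530) from Vif-expressing HeLa A3G-eYFP cells; more signal means A3G escaped Vif-mediated degradation. Cells plated overnight, compound pinned in, incubated overnight at 37 deg C.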
USP1-UAF1 inh = blocks the human USP1/UAF1 deubiquitinase complex; O94782; recombinant USP1/UAF1, Ub-Rhodamine cleavage fluorescence; Potency, µM (top dose mostly 57.1 µM), inactives show top-dose activity change, negative = inhibition, usual class: inhibitors; 390,000 compounds, 0.23% hits; note: potency is the fitted concentration of half-maximal effect; % is set by controls: 0 for no effect and ±100 for the full control effect; nearly all actives have a fitted effect of over 60% in size; inactives centre near -12
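Step one: compound is pinned into 1nM USP1/UAF1 in HEPES pH 7.8 buffer with TCEP. Step two: 15 min room-temperature incubation. Step three: Ub-Rho (150nM final) starts cleavage, tracked by fluorescence over six one-minute reads.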
Active calls of the source: *; ? = inconclusive; nt = not tested or not shown; & = joins results of further samples; [ ] = dose if it differs, or a comment. Unless noted, calls come from the whole dose curve; as a rule, active = well fitted curve in the direction sought with a large enough effect; inconclusive = small, poorly fitted or top-dose-only effect, or another doubt; inactive = no such curve, though single readings can be large; an effect the other way counts as inactive or inconclusive. Only part of the results is shown; the hit share may differ from the screen's.

Compound	RXFP1 ag	GRP78 ERSR act	Vif-APOBEC3F blk	LDHA inh	Vif-A3G inh	PI4K2A inh	TrxR1 substrate	USP1-UAF1 inh	mIDH1 inhibitor
Cc1ccc(CN(CC(=O)NCc2ccc3c(c2)OCO3)C(=O)c2csnn2)cc1	3.6%	0%	9%	-8	0%	-13	-3%	-8%	-6%
CC1(c2ccccc2)NC(=O)N(CCOc2ccccc2)C1=O (stereo not drawn)	2.8%	-4%	nt	-5	-3%	4	-4%	-14%	5%
O=C(NCc1ccc2c(c1)OCO2)C1CCCN1C(=O)Nc1ccc(Cl)cc1 (stereo not drawn)	-0.6%	1%	-23%	-6	-1%	-5	-3%[57.1 µM]	-11%	-2%
CC(OC(=O)[C@H](C)NC(=O)c1ccccc1Cl)C(=O)NCc1ccc2c(c1)OCO2 (stereo partly drawn)	0.1%	-2%	2%	1	-3%	-3	4%	-17%	5%
CC(C)n1cnc2c(NCc3ccccc3)cc(Cc3ccc(F)cc3)cc21	2.0%	-2%	?	30	-8%	-5	0%	-29%	14%
CCNc1c(NS(=O)(=O)c2ccc(OC)c(Cl)c2)c(=O)oc2ccccc12	-0.3%	0%	-4%	-1	-6%	-2	11%[57.1 µM]	-13%	11%
Cc1ccc(C)c(NS(=O)(=O)c2ccc3c(c2)Cc2cc(S(=O)(=O)Nc4cc(C)ccc4C)ccc2-3)c1	2.0%	-1%	?	-6	-9%	-2	-5%	2%	-4%
CC(=O)c1cccc(NC(=O)CSc2ccc(-c3ccc4c(c3)OCO4)nn2)c1	-1.2%	1%	2%	-2	3%	0	14%	-7%	1%
N#CCCn1cc(C(=O)O)c(-c2ccc3ccccc3c2)n1	-1.4%	-3%	9%	-10	0%	2	2%[57.1 µM]	-4%	-4%
CCC(CC)C(=O)Nc1cc(-c2cn3cccnc3n2)ccc1OC	9.4%	-1%	3%	-1	5%	-1	30%[57.1 µM]	18%	25%
CCOc1ccccc1CSc1nc2ccccc2[nH]1	1.8%	4%	-17%	3	-1%	-1	-20%[57.1 µM]	-11%	3%
Cc1ccc(C)c(NC(=O)Cn2c(=O)n(Cc3cccs3)c(=O)c3cccnc32)c1	2.1%	-1%	?	-3	2%	-2	7%	-9%	-10%
COc1ccc(C2CCc3cc4c(cc3C2=NOC(C)=O)OCO4)cc1OC (stereo not drawn)	nt	1%	-8%	8	-8%	-1	nt	-6%	0%
CCn1c2ccccc2c2cc(NC(=O)COC(=O)c3ccc(NC(=O)CC#N)cc3)ccc21	2.6%	-1%	-4%	0	-16%	-8	7%	-21%	3%
Cc1c(C(=O)NCc2n[nH]c(=S)n2-c2ccc(F)cc2)cccc1[N+](=O)[O-]	0.3%	-2%	-8%	2	0%	-2	8%	-18%	4%
O=C(Nc1cccc(OCc2cc(=O)n3ccccc3n2)c1)c1ccccc1Br	14%	1%	3%	-7	-4%	3	-2%[57.1 µM]	-17%	-7%
Cc1ccc(-c2csc(N/N=C/c3ccco3)n2)cc1	-0.8%	11%	-1%	0	3%	8	-4%[57.1 µM]	-16%	1%
COc1cccc(/C=N/Nc2nc(Nc3ccc([N+](=O)[O-])cc3)nc(N3CCCC3)n2)c1O	-1.4%	-3%	14%	10	1%	4	-1%[57.1 µM]	-24%	3%
COC(=O)c1cccc(Nc2ccc([N+](=O)[O-])cn2)c1	-0.2%	1%	3%	-9	0%	-27	1%[57.1 µM]	6%	8%
CCCCN(CCCC)c1cn[nH]c(=O)c1Cl	0.7%	-5%	-16%	-5	1%	7	-7%	-12%	18%
Cc1ccc(S(=O)(=O)NC2=NCN(CCc3ccccc3)CN2)cc1	-0.1%	-4%	3%	-20&2	2%	1	8%[57.1 µM]	1%	-3%
CCCc1cc(=O)[nH]c2nnc(SCC(=O)Nc3ccc(C(C)=O)cc3)n12	12%	-3%	5%	-4	-8%	0	-6%	-12%	3%
COc1cc(-c2noc(-c3ccccc3C(=O)NCc3ccco3)n2)cc(OC)c1OC	0.2%	-1%	-5%	1&-3	-14%	7	-17%	0%	0%
CC(=O)N(c1cccc(Cl)c1)c1nc(C)cc(C)c1C#N	-2.3%	-2%	-3%	-5	1%	0	1%	-17%	-5%
CCOC(=O)N1CCN(c2cccc(C)c2C)CC1	-0.9%	-2%	2%	-9	0%	-2	1%	-21%	9%
CCCCCc1nnc(NC(=O)C2CCCO2)s1 (stereo not drawn)	0.3%	1%	-2%	0	2%	-3	4%	-10%	-2%
O=C(NCc1ccc(Cl)cc1)c1cnc2sc(N3CCCCCC3)nn2c1=O	0.7%	-2%	2%	-10	2%	-1	0%[57.1 µM]	-16%	32%[activator]
COc1ccc(CCN(Cc2ccccn2)C(=S)Nc2ccc(C)cc2)cc1OC	0.1%	-1%	3%	-4	1%	9	5%	-16%	-6%
COc1ccc(-c2cc(C(=O)N/N=C/c3sccc3C)c3ccccc3n2)c(OC)c1	0.1%	-4%	0%	-3	?	3	12%	-8%	8%
COc1ccc(S(=O)(=O)N2CCC(Nc3ccccc3Cl)CC2)cc1	3.5%	-4%	2%	0	-6%	0	-5%	-20%	5%
O=C(CSc1ccc2nnc(-c3ccccn3)n2n1)Nc1ccc(F)cc1	0.5%	3%	-5%	-1	0%	5	-10%	-15%	-5%
NNC(=O)c1cccc(S(=O)(=O)Nc2cc(Cl)ccc2Cl)c1	0.9%	3%	2%	-7	0%	-10	8%	-13%	-7%
O=S(=O)(c1ccc2c(c1)CCN2)N1CCCC1	0.8%	-1%	-1%	-7&1	-12%	1	-12%	-4%	-13%
CCCC1=NN(C(=O)Cc2ccc(OC)c(OC)c2)C(O)(C(F)(F)F)C1 (stereo not drawn)	3.1%	-5%	4%	1	1%	-2	4%	-10%	4%
CC(=O)c1ccc(S(=O)(=O)NCCC(=O)OCC(=O)NCCc2ccccc2)cc1	-2.8%	-2%	-9%	1	1%	-1	12%	-18%	6%
CCN(Cc1ccncc1)Cc1c(O)ccc2ccccc12	0.8%	2%	-19%	25	2%	4	12%[57.1 µM]	-10%	14%
CSCC(C)N1CCC(n2nccc2NC(=O)c2ccccc2C)CC1 (stereo not drawn)	-1.9%	-3%	-5%	-1	-4%	1	1%	-20%	-10%
Cn1c(=O)c2c(nc(NCC3CCCO3)n2Cc2ccccc2)n(C)c1=O (stereo not drawn)	1.8%	1%	nt	1&-2	-1%	1	5%	0%	0%
CCOC(=O)c1[nH]c(C)c(C(=O)N2CCN(c3ccccc3)CC2)c1C	2.4%	-3%	-6%	-1	-1%	-2	-2%	-6%	3%
CCC(=O)Oc1ccc(C(=O)Nc2ccccc2C(=O)NCC(C)C)cc1	0.0%	-2%	4%	2	-1%	0	2%	-19%	-1%
O=C(COC(=O)c1cc(=O)c2ccccc2o1)NC1CCCCC1	1.8%	1%	-4%	-2	4%	10	11%[11.4 µM]	-6%	6%
CCOC(=O)c1ccc(NC(=S)NC2CC(C)(C)NC(C)(C)C2)cc1	-0.8%	-1%	-10%	3	7%	1	-7%	-6%	12%
COc1cccc2c1OC[C@@H](CO)[C@H]2N(C)C(=O)Nc1ccc(Cl)cc1Cl	0.3%	-6%	-10%	0	1%	2	-12%	-13%	4%
Cc1cc(C)c(NC(=O)CSc2nc3ccccc3c3nc(CCn4cncc4C)nn23)c(C)c1	0.0%	-5%	-11%	-7	-15%	-3	3%[57.1 µM]	-13%	5%
COC(=O)c1sc(NC(=O)C(C)C)c(C(=O)OC)c1C	1.1%	-3%	0%	2	-10%	-1	-3%	-11%	5%
Cc1noc(C)c1S(=O)(=O)Nc1ccccc1OC(F)(F)F	-0.3%	17%	8%	-10	0%	5	-2%	-5%	15%
O=C(CSc1nnc(-c2ccncc2)o1)c1cccc([N+](=O)[O-])c1	13%	3%	-5%	-5	2%	-5	6%[57.1 µM]	5%	4%
Cc1ccc(OCC(=O)O)c(-n2nc3ccccc3n2)c1	13%	0%	-12%	-11	-1%	8	4%	-4%	-3%
COc1ccc(OC)c(N2C(=O)c3cccnc3C2=O)c1	0.8%	-5%	12%	2	6%	0	10%	-9%	0%
Cc1ccc2nc(NC(=O)CSc3nc(=O)n(CCN(C)C)c4c3CCCC4)sc2c1	1.1%	-4%	3%	-2	-1%	1	2%	-21%	0%
Cc1nc2cc3c(cc2c(C)c1C(=O)OC(C)C)OCO3	-0.5%	1%	2%	-10	-5%	0	12%	-2%	6%
C/C(=N\N=C1\NC(=O)C(CC(=O)Nc2ccc(C)c(Cl)c2)S1)C(C)C (stereo not drawn)	0.9%	1%	-12%	-1	1%	8	-7%[57.1 µM]	-3%	-8%
COc1ccc(C(=O)CC(=O)C(=O)Nc2cccc(C(C)=O)c2)cc1	4.7%	3%	12%	16	-6%	4	-5%	-18%	1%
C=CCSc1nc(C)c(CC(=C)C)c(=O)[nH]1	2.4%	-2%	7%	-11	2%	-10	1%	-14%	-4%

Screening data: PubChem BioAssay, National Center for Advancing Translational Sciences (NCATS)
